# Screens from PubChem.
# HGIII-sPLA2 inh – human group III sPLA2 inhibitors, primary screen, biochemical, QFRET, BODIPY PC-A2 liposome substrate; Group 3 secretory phospholipase A2 (Homo sapiens), Q9NZ20; QFRET BODIPY PC-A2 liposome hydrolysis, fluorescence; inhibition, % at 12.2 µM; actives 0.56% (n = 370,000); AID 743126, 2013;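 active = inhibition above mean plus 3 SD of compounds lying within the high and low control bounds, cut at about 19% in these data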;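 note: 0% = median of test compound wells and 100% = no enzyme DMSO wells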
# hcDAF12 agonist – H. contortus DAF-12 nuclear receptor activators, primary screen, cell-based, luminescence, HEK293, lit1-tk-luc reporter; actives 1.4% (n = 370,000); AID 652067, 2013; activation, % at 6.8 µM; HEK293 hcDAF-12 lit1-tk-luc reporter; 0% DMSO, 100% Δ7-dafachronic acid;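 active = activation above the mean of all tested compounds plus 3 SD, cut at about 5.5% in these data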;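 note: 100% = response to 3 µM Δ7-dafachronic acid high control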
# hgDAF-12 ag – H. glycines DAF-12 receptor agonists, primary screen, cell-based, luminescence, HEK293, GAL4 fusion, UAS-luciferase | Nuclear hormone receptor DAF-12 (Heterodera glycines), GAL4 fusion | HEK293 GAL4-hgDAF12 UAS-luciferase reporter, agonist luminescence; normalized to butyrate control | activation, % at 6.8 µM | actives 1.8% (n = 370,000) | AID 687014, 2013;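 active = activation above a cutoff set at the mean of all screened compounds plus 3 SD, cut at about 10% in these data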;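 note: 0% = DMSO wells and 100% = sodium butyrate wells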
# DAX1 inh-1 – DAX1 (NR0B1) inhibitors, primary screen, cell-based, HEK293, Gal4-DAX1, luciferase luminescence. AID 504766, 2011. actives 0.99% (n = 340,000). HEK293 Gal4-DAX1 luciferase reporter. inhibition, % at 6.75 µM;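 active = inhibition above the mean over all tested compounds plus 3 SD, cut at about 4.2% in these data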;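 note: 0% = DAX1-transfected cells with DMSO and 100% = empty-vector control cells with DMSO; inhibition shows as a rise in luminescence from relieved DAX1 repression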
# SMARCA2 activ – SMARCA2 (BRM) function activators, primary screen, cell-based, luminescence, high throughput; MG213 cells, MMTV-luciferase reporter, dexamethasone, overnight; activation, % at 9.1 µM; actives 1% (n = 370,000); in the data active = activation above about 7.8%;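 note: 0% = vehicle wells and 100% = reference activator wells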
# PLC-beta3 inh – human PLC-beta3 inhibitors, primary screen, biochemical, fluorescence | inhibition, % at 12.2 µM | actives 0.18% (n = 370,000) | Purified PLC-beta3, fluorogenic substrate | 1-phosphatidylinositol 4,5-bisphosphate phosphodiesterase beta-3 (Homo sapiens), Q01970 | AID 720704, 2013; in the data active = inhibition above about 11%;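 note: 0% = median of compound wells on plate and 100% = full blocker control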
# Target sequence (Q01970 whole entry, looked up): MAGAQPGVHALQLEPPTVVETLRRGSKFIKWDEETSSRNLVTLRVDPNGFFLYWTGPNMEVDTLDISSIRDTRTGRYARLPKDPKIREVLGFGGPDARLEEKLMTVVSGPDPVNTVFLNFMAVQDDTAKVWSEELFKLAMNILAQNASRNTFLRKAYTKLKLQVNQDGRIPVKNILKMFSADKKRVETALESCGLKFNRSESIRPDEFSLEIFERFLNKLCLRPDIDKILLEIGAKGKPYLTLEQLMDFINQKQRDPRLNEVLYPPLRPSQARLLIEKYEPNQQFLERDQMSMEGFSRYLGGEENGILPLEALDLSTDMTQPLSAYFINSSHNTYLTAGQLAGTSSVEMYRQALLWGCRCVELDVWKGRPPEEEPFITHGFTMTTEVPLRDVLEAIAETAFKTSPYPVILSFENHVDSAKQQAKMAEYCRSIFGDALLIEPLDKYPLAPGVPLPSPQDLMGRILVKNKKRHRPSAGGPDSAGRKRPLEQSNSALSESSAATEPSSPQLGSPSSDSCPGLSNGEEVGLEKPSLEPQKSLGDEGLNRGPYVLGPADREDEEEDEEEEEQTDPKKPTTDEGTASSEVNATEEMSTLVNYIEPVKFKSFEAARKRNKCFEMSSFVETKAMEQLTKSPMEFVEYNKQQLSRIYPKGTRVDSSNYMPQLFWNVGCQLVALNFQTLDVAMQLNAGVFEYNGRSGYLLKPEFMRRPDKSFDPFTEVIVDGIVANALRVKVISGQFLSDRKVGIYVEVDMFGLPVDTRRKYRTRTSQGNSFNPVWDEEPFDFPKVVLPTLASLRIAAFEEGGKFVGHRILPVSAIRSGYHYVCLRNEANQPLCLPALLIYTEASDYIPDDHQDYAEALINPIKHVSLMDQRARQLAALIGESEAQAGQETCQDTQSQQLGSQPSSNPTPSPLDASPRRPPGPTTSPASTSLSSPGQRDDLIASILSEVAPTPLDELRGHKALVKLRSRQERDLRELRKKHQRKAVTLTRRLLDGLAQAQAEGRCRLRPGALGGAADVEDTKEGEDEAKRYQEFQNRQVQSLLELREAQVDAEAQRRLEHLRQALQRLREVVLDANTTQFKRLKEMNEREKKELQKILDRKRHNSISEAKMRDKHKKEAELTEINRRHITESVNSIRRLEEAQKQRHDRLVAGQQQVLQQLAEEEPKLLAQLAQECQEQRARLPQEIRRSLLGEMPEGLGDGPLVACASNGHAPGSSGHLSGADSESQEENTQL
# ssDAF-12 act – S. stercoralis DAF-12 nuclear receptor activators, primary screen, cell-based, luminescence, HEK293, GRIP1 co-expression, lit1-tk-luc | HEK293 ssDAF-12/GRIP1 lit1-tk-luc reporter; % of 3 µM dafachronic acid response | Nuclear hormone receptor DAF-12 (Strongyloides stercoralis) | activation, % at 6.8 µM | actives 1% (n = 370,000);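 active = activation above the mean over all tested compounds plus 3 SD, cut at about 0.9% in these data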;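 note: 0% = DMSO-only wells and 100% = 3 µM delta7-dafachronic acid wells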
# NR1D1 modulator – modulators of Rev-erb alpha DNA binding, primary screen, biochemical, FITC-DNA, fluorescence polarization, uHTS; Nuclear receptor subfamily 1 group D member 1 (Homo sapiens), P20393; Rev-erbα–FITC-DNA binding, 90 min; activity, % at 10 µM; actives 0.79% (n = 370,000);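 active = activity above about 14%, limit read from the data; passing the limit was not always enough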;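 note: 0% = DMSO wells with 35 nM protein and 100% = DMSO wells with 750 nM protein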
# DAX1 inh-2 – DAX1 (NR0B1) inhibitors on StAR promoter, primary screen, cell-based, luminescence, SF-1 (NR5A1), full-length DAX-1; inhibition, % at 6.8 µM; HEK293T StAR-luciferase reporter, SF-1/DAX-1 repression relief; actives 1.1% (n = 370,000); AID 652010, 2013;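 active = inhibition above the mean over all tested compounds plus 3 SD, cut at about 3.6% in these data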;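 note: 0% = DAX-1 cells with DMSO and 100% = cells lacking DAX-1 with DMSO; higher inhibition means more luminescence from relief of DAX-1 repression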
# FXN GAA850 act – FXN promoter activators, primary screen, cell-based, luciferase luminescence, HEK293 lucGAA850; HEK293 lucGAA850 FXN promoter luciferase reporter, 24 h; percent of 10 µM SAHA response; AID 540364, 2011; activation, % at 6 µM; actives 0.56% (n = 360,000);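 active = activation above the average of all compounds screened plus 3 SD, cutoff fixed separately per campaign, cut at about 7.5% in these data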;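 note: 0% = DMSO wells and 100% = 10 µM SAHA wells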
# PG9 Ab binder – binders of HIV-1 gp120 antibody PG9, primary screen, biochemical, TR-FRET. HIV-1 gp120 / PG9 antibody interaction. TR-FRET gp120-PG9 antibody binding. inhibition, % at 6.7 µM. actives 0.43% (n = 360,000). AID 624416, 2012; in the data active = inhibition above about 8.5%
# The depositor's hits bear a star; . = not tested or not shown.
SMILES,HGIII-sPLA2 inh,hcDAF12 agonist,hgDAF-12 ag,DAX1 inh-1,SMARCA2 activ,PLC-beta3 inh,ssDAF-12 act,NR1D1 modulator,DAX1 inh-2,FXN GAA850 act,PG9 Ab binder
Cc1cc(C(=O)CN2C(=O)C(=O)N(C3CCCC3)C2=O)c(C)n1CCc1ccccc1,5,-0.4,-1.6,0.5,-3,-4,-0.8,6,-1.3,0.9,0.7
CCN(CC)S(=O)(=O)c1ccc(N2CCCC2)c(NC(=O)CC(C)(C)C)c1,2,-0.2,1.5,3.2,-1,-3,-1.6,4,-0.7,-0.7,-3.8
Cc1cccc[n+]1CC(=O)N1c2ccccc2Sc2ccccc21,-5,0.5,2.6,-0.2,-3,-1,-1.3,3,0.1,5.0,1.1
COC(=O)c1cc(S(=O)(=O)NCC2CCN(CCc3ccc(OC)cc3)CC2)c[nH]1,-9,-0.4,2.1,0.7,2,-6,-1.2,0,0.0,1.0,1.3
O=C(CSc1cccc(C(F)(F)F)c1)NC(=O)NCc1ccco1,-5,-0.7,-1.8,-0.1,-2,-5,-1.1,-7,-0.1,2.7,-0.4
O=C(Nc1ccc(NC(=O)c2ccccc2Cl)nc1)c1ccncc1,6,0.7,-0.8,-0.4,-1,0,-1.8,-2,-0.1,0.5,-1.3
CCN(c1ccccc1)S(=O)(=O)c1ccc(C(=O)Nc2ccncc2)cc1,-18,-2.7,-5.8,-1.5,-5,2,-1.9,4,-5.3,-1.0,-1.2
COCCOc1nc2ccccc2nc1C,1,-0.8,-1.0,-0.7,-2,-1,-0.7,1,0.8,2.0,-0.9
Cc1cc(=O)[nH]c(SCc2cc(Cl)ccc2OC(F)F)n1,-7,-1.0,0.7,-0.6,-4,0,-1.0,1,-1.1,0.6,3.2
CCC(C)NCCOCCOc1ccc(Br)cc1C (stereo not given),-1,-1.1,2.3,0.4,0,2,-0.8,-3,0.6,3.8,-0.2
O=C(CCN1CCOCC1)c1ccccc1,6,-3.0,-1.0,0.9,1,7,-1.7,.,0.1,1.7,0.8
O=C(NCc1ccc2c(c1)OCO2)c1[nH]c(C(F)(F)F)nc1-c1ccccc1,-13,2.6,-2.0,.,2,-1,-0.8,-2,-0.5,.,0.0
Cc1cc(F)ccc1S(=O)(=O)N1CCCOC1CNC(=O)C(=O)NCc1cccnc1 (stereo not given),0,-0.5,0.4,0.1,0,-8,0.2,-2,-0.7,0.2,0.0
COc1ccc(/C=N/N2CCN(C3c4ccccc4-c4ccccc43)CC2)cc1O,-1,-2.5,-3.6,-1.4,-4,-1,-2.0,-5,-0.4,0.7,2.6
Cc1ccsc1C(=O)OCC(=O)NC1CC1,9,0.9,1.1,2.2,-3,-7,-0.9,-1,-0.6,0.8,1.8
O=C(NCc1ccccc1)c1ccc2c(c1)C(=O)N(Cc1cccnc1)C2=O,1,-0.5,1.1,0.5,2,-3,-0.7,-3,1.5,0.9,0.5
CCNC(=O)c1nc[nH]c1C(=O)NCC,6,-0.5,-0.6,-0.3,1,0,-1.3,3,0.9,2.6,-0.6
CC(Sc1nnnn1C)C(=O)Nc1ccc2c(c1)OCCO2 (stereo not given),-1,1.0,5.1,1.3,3,2,-0.9,-2,1.5,1.5,-2.3
O=S(=O)(NCC1CCCO1)c1ccc(Cl)cc1 (stereo not given),10,-1.5,-0.7,1.5,-3,1,-0.8,-2,-0.5,1.0,-0.1
Cc1ccc(/C=N/n2nnnc2N)cc1,3,-1.5,0.8,-0.4,0,-6,-0.7,-6,0.4,4.8,-4.7
O=c1[nH]c(C2CCN(S(=O)(=O)Cc3ccccc3)CC2)nc2c1nnn2Cc1cccc(Cl)c1,-14,-1.1,-1.7,2.1,-3,-5,-0.3,-2,-0.3,1.1,2.7
COc1ccc(C(C)=O)cc1CSc1ccc2c(c1)OCCO2,4,-3.2,0.3,-0.4,-2,-34,-0.9,0,-0.3,0.6,-1.4
c1ccn2c(SCc3ccc4c(c3)OCO4)nnc2c1,-5,0.7,7.6,0.5,-1,-3,-0.7,0,1.0,2.1,0.1
Cc1cccc(OCc2nnc(SCC(=O)N(c3ccccc3)C3CCS(=O)(=O)C3)o2)c1 (stereo not given),-22,-1.1,-3.4,-0.8,-2,-3,-1.6,-6,-1.2,1.3,-2.2
Cn1c(N)c(C(=O)c2cc(-c3ccccn3)nc3ccccc23)c(=O)[nH]c1=O,4,-0.3,-0.8,-1.2,4,-1,-0.8,-2,-0.6,-1.7,-3.5
# Next section
SMILES,HGIII-sPLA2 inh,hcDAF12 agonist,hgDAF-12 ag,DAX1 inh-1,SMARCA2 activ,PLC-beta3 inh,ssDAF-12 act,NR1D1 modulator,DAX1 inh-2,FXN GAA850 act,PG9 Ab binder
O=c1[nH][nH]c(C(F)(F)F)c1C=NCc1ccc(Cl)cc1,1,-0.4,1.9,2.2,1,4,-0.5,-5,0.3,1.0,-1.7
CCOC(=O)C(C(=O)NCCCN1CCOCC1)C1CCCCC1 (stereo not given),0,0.5,1.9,-0.6,-1,2,-0.6,1,0.5,-0.8,-0.7
O=C(NCCCN1CCCC1)c1ccc2c(c1)N(Cc1ccc(F)cc1)C(=O)c1ccccc1S2=O (stereo not given),-13,2.8,1.8,0.2,-1,-32,-0.4,-7,1.2,-2.4,-1.3
CCOC(=O)c1cnc(N2CCN(C(=O)OCC)CC2)[nH]c1=O,0,0.8,2.1,0.5,1,-1,-0.6,-1,-0.3,1.6,-2.6
O=C1NC(=O)/C(=C/c2ccc(-c3cc(C(=O)O)ccc3Cl)o2)S1,-30,-1.1,-1.6,-0.6,-1,-108,-0.9,-5,0.0,0.1,-2.0
CCOn1c(=O)c[n+]([O-])c2ccccc21,6,0.0,-2.4,-0.7,-2,-54,-1.7,-3,0.1,0.8,-1.6
N#CCC(=O)Nc1ccc(C(=O)OCC(=O)N(C2CCCCC2)C2CCCCC2)cc1,-52,-2.2,1.2,-0.7,-1,-6,-0.5,3,-0.5,-0.2,0.6
O=C(NCCOc1ccc(Cl)cc1)C1CCCCC1,6,-0.1,-0.9,-0.3,-4,-15,-1.3,10,-0.7,1.8,-1.0
COc1ccccc1CNC(=O)CCCC(=O)n1nc(C)c2ccccc21,0,-1.8,1.0,0.6,-2,-12,-1.1,0,0.5,1.1,-1.6
CCN(CC)C(=O)C1c2ccccc2Oc2ccccc21,-5,-1.4,3.5,-0.8,3,-17,-1.3,4,0.0,1.8,-2.2
Cc1nn(-c2ccccc2)c(Oc2ccc(F)cc2)c1/C=N/n1cnnc1,0,-0.7,-1.0,0.2,-4,-1,-0.8,-1,-0.7,1.6,-0.9
Cc1ccc(S(=O)(=O)N2[C@@H](c3ccc(Cl)c(Cl)c3)C(C(=O)O)=C[C@H]2CC2CCCC2)cc1,-54,-0.7,-0.1,1.1,-1,-6,-0.6,-4,2.6,0.7,0.6
Cc1ccc(S(=O)(=O)NC(=NC2CCCCC2)c2ccccc2)cc1,-4,0.1,2.2,-1.4,-1,-4,-1.3,5,-0.2,2.7,-1.3
Oc1ccc(Cl)cc1C1=NNC(c2ccc(Cl)cc2)C1 (stereo not given),-9,5.0,7.2,-1.0,1,-31,0.7,-2,0.7,4.6,-1.2
Cc1cc(C)n(-c2ccc(C(=O)Oc3ccc4c(c3)OCO4)cc2)n1,-1,-1.9,0.0,0.1,4,1,-1.2,4,0.3,-1.6,-2.3
COc1cc(/C=N/NC(=O)CSc2ccccn2)ccc1OC(C)C,9,2.9,4.8,.,-3,-6,-1.1,-7,1.0,4.1,0.2
COc1ccc(NC(=O)CN(C)C(=O)/C=C/c2ccc(S(=O)(=O)N3CCCCCC3)cc2)cc1,-3,-1.5,-1.1,0.1,-1,-10,-1.2,0,-1.0,-0.4,0.5
CCC(Oc1ccccc1F)C(=O)Nc1ccc2c(c1)n(C)c(=O)n2C (stereo not given),6,-2.5,-0.6,4.0,-3,-1,-1.4,-7,-0.3,1.0,-0.9
COc1cc2c(cc1OC)C(C(=O)Nc1ccc3c(c1)OCCO3)C(c1cccnc1)N(C)C2=O (stereo not given),-5,-1.7,6.3,0.0,-3,0,-1.4,-4,0.2,-0.7,1.6
O=C(Nc1ccc(Cl)cn1)C1C(c2ccccc2)C1(Cl)Cl (stereo not given),10,-2.1,-0.8,-1.1,-2,0,-1.1,-6,-0.5,0.5,-0.4
CN(C1CCCCC1)S(=O)(=O)c1cccc(C(=O)OCC(=O)NC2CCCc3ccccc32)c1 (stereo not given),-25,-2.1,-2.0,0.0,-2,1,-0.8,-5,-0.4,3.1,0.4
COc1cc2c(=O)n(CCCN3CCOCC3)c(=S)[nH]c2c(OC)c1OC,16,-1.3,-1.0,-1.1,-2,2,-1.2,6,-0.7,-2.7,0.1
Cc1ccc(NC(=O)N2CCCCCC2)c(C)c1,-3,-0.1,1.8,1.4,9.6*,-4,-1.2,-3,2.9,1.3,-1.0
CCOC(=O)N1CCN(Cc2cc(=O)oc3ccc(Cl)cc23)CC1,2,-0.5,-2.2,1.7,-1,1,-1.3,-3,0.0,0.4,-1.3
O=C1OCC(Cn2c3ccccc3c3ccccc32)O1 (stereo not given),-23,-2.3,3.1,0.6,-4,2,-1.0,0,0.3,0.7,-3.2
CN(/C(=N/S(=O)(=O)c1cccs1)c1ccccc1)c1ccccc1,0,0.0,-2.1,-1.7,2,4,-1.5,-3,0.1,1.0,-2.4
O=C(O)CNC(=O)C1(N2C(=O)c3ccccc3C2=O)CCCC1,-2,3.1,0.3,0.9,-1,4,-1.0,-2,-0.9,-2.0,-0.9
C#CCN1CC(N(C)CCOC(=O)c2cccs2)CS1(=O)=O (stereo not given),8,-2.2,4.1,.,1,0,-1.2,3,0.1,.,.
O=C(N/N=C/c1ccc(OC(=O)c2cccs2)cc1)c1ccccn1,6,4.7,7.3,1.2,6,-6,0.1,3,6.9*,3.8,-0.2

# By substructure: the compounds so far containing a furan ring, fused or not (2)
SMILES,HGIII-sPLA2 inh,hcDAF12 agonist,hgDAF-12 ag,DAX1 inh-1,SMARCA2 activ,PLC-beta3 inh,ssDAF-12 act,NR1D1 modulator,DAX1 inh-2,FXN GAA850 act,PG9 Ab binder
O=C(CSc1cccc(C(F)(F)F)c1)NC(=O)NCc1ccco1,-5,-0.7,-1.8,-0.1,-2,-5,-1.1,-7,-0.1,2.7,-0.4
O=C1NC(=O)/C(=C/c2ccc(-c3cc(C(=O)O)ccc3Cl)o2)S1,-30,-1.1,-1.6,-0.6,-1,-108,-0.9,-5,0.0,0.1,-2.0
